OXTR potentiate = human OXTR potentiators, primary screen, fluorescence, CHO-OTR cells, Fluo-8 calcium; Fluo-8 calcium fluorescence, potentiator mode; 0% = oxytocin EC15, 100% = EC100; actives 0.061% (n = 320,000); activation, % at 3 µM;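 active means activation above that plate's cutoff, the mean activation of tested compounds plus 3 SD, cut at about 6.6% in these data, passing the limit was not always enough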;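 further: 100% uses oxytocin at 75 nM as the full agonist control; some results filed as inactive read as strong as hits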
Target sequence (P30559 whole entry, looked up): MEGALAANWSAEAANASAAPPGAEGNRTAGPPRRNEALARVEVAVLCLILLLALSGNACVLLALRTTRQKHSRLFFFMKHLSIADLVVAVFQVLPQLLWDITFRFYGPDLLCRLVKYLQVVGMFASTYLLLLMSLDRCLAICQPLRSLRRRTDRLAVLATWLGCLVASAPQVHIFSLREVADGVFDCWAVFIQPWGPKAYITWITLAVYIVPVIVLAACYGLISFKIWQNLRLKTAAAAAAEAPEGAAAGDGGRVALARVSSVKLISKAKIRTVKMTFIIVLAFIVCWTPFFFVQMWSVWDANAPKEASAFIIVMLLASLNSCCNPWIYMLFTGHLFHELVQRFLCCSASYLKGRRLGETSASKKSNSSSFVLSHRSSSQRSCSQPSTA
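System: human OTR in CHO cells / Also added: sub-maximal oxytocin, roughly EC15 / Control set: EC15 oxytocin low, 75 nM oxytocin high / Schedule: 6 min compound pre-incubation at room temperature, 100 s kinetic read / Compound: single-point 3.0 µM / Replication: singlicate / Technique: Fluo-8 calcium dye fluorescence / Read-out basis: % activation of max/min ratio relative to oxytocin controls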
CHRM1 antagonist = human M1 muscarinic receptor antagonists, primary screen, CHO-K1 cells, Fluo-8 calcium fluorescence, 1536-well; Muscarinic acetylcholine receptor M1 (Homo sapiens), P11229; CHO-K1 hM1, ACh EC80 antagonist; inhibition, % at 3 µM; actives 1.3% (n = 360,000);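 active means percent inhibition above its own plate's cutoff, namely the mean of that plate's compound wells plus 3 SD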;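 further: peak over basal fluorescence ratio during 140 s after agonist addition; 0% = ACh EC80 plus DMSO and 100% = DMSO alone without agonist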
Target sequence (P11229 whole entry, looked up): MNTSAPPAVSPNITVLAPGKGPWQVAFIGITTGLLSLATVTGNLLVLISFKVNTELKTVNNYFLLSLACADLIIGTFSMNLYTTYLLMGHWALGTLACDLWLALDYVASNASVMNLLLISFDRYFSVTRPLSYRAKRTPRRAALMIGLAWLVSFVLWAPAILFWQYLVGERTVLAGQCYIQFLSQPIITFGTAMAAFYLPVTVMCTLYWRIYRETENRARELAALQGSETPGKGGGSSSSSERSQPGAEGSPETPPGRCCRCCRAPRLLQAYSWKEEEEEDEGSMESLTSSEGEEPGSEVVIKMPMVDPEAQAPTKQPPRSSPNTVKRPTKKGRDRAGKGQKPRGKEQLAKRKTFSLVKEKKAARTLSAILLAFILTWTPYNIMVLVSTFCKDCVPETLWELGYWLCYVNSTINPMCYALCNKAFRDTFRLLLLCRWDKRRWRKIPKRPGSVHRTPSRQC
CHO-K1 Ca antag = counter-screen for M1 antagonists: effect in parental CHO-K1 cells; actives 0.6% (n = 360,000); AID 602250; ATP-induced calcium, Fluo-8 fluorescence; inhibition, % at 3 µM;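 active means inhibition above a per-plate cutoff, the plate's mean sample inhibition plus 3 SD, cut at about 24% in these data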;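 further: 0% = DMSO plus EC80 ATP and 100% = DMSO alone without ATP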
CHRM1 agonist = human M1 muscarinic receptor agonists, primary screen, Fluo-8 calcium fluorescence, CHO-K1 cells, HTS; Muscarinic acetylcholine receptor M1 (Homo sapiens), P11229; AID 588814, 2011; activation, % at 3 µM; actives 0.33% (n = 360,000); CHO-K1 hM1, agonist mode; 0% DMSO, 100% acetylcholine EC100;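 active means activation above the run's mean compound activation plus 3 SD, cut at about 16% in these data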;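 further: peak over basal fluorescence ratio within a 140 s kinetic read after compound addition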
CHO parental Ca = ATP-evoked calcium signal inhibitors, parental CHO, primary screen, counter-screen for OX1R antagonist project, cell-based, fluorescence, Fluo-8 calcium dye; parental CHO-K1, ATP-induced calcium, Fluo-8 fluorescence; inhibition, % at 5.6 µM; actives 0.63% (n = 330,000); AID 463079, 2010;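 active means inhibition above that plate's mean sample inhibition plus 3 SD, cut at about 26% in these data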;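 further: 0% = ATP-challenged DMSO wells and 100% = DMSO wells without ATP; some compounds past the cut are filed as inactive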
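Assay system: parental CHO cells; Read-out basis: percent inhibition of ATP-evoked calcium rise, normalized to controls; Benchmarks: ATP and no-ATP DMSO wells; Compound dosing: single nominal dose of 5.6 µM per compound; Signal: Fluo-8 calcium dye fluorescence; Also added: ATP as calcium-mobilizing challenge; Repeats: singlicate.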
M4 antag = human M4 muscarinic receptor antagonists, primary screen, CHO cells, Fluo-8 calcium fluorescence; Muscarinic acetylcholine receptor M4 (Homo sapiens), P08173; inhibition, % at 3 µM; actives 0.73% (n = 360,000); CHO-hM4 cells, ACh EC80; AID 624125, 2012;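 active means inhibition above its plate's cutoff, the mean inhibition of sample wells plus 3 SD, cut at about 27% in these data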;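 further: 0% = acetylcholine EC80 with DMSO and 100% = DMSO without agonist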
CHRM1 PAM = human M1 muscarinic receptor positive allosteric modulators, primary screen, CHO-K1 cells, Fluo-8 calcium fluorescence, 1536-well; Muscarinic acetylcholine receptor M1 (Homo sapiens), P11229; CHO-K1 hM1, ACh EC20; 0% = ACh EC20, 100% = maximal ACh; activation, % at 3 µM; actives 0.088% (n = 360,000); AID 588819, 2011; in the data active means activation above about 19%, passing the limit was not always enough
CHRM4 agonist = human M4 muscarinic receptor agonists, primary screen, CHO-K1 cells, Fluo-8 calcium fluorescence. Muscarinic acetylcholine receptor M4 (Homo sapiens), P08173. actives 0.14% (n = 360,000). CHO-K1 hM4/Gqi5; vehicle 0%, full acetylcholine response 100%. activation, % at 3 µM;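 active means activation above the run mean over all test wells plus 3 SD, cut at about 32% in these data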;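 further: peak over basal fluorescence ratio per well then scaled between controls; 0% = DMSO wells and 100% = acetylcholine at EC100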
CHO-K1 Ca ag = counter-screen for M1 agonists: effect in parental CHO-K1 cells | Fluo-8 calcium fluorescence; scaled to maximal ATP response, vehicle zero | activation, % at 3 µM | actives 0.48% (n = 360,000) | AID 602248, 2012; in the data active means activation above about 15%;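 further: untransfected CHO-K1 host cells lacking M1 receptor as counterscreen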
* marks the source's active call; other numbers are inactive results; nt = no result given. No enrichment for hits (roughly 2.9% active in at least one column).

SMILES	OXTR potentiate	CHRM1 antagonist	CHO-K1 Ca antag	CHRM1 agonist	CHO parental Ca	M4 antag	CHRM1 PAM	CHRM4 agonist	CHO-K1 Ca ag
COC(C[C@@H](O)C[C@H](O)[C@@H](C)OCc1ccccc1)OC	nt	2	-10	-2	nt	0	3	4	0.1
COc1ccc(S(=O)(=O)N2CC3CCCN3c3cc(C(F)(F)F)ccc32)cc1 (stereo unspecified)	-3	4	-13	-3	-26	2	-5	0	0.5
O=C(c1ccc([N+](=O)[O-])cc1Cl)N1CCN(Cc2ccccc2)CC1	nt	-13	2	-4	nt	-17	7	3	0.4
CC(=O)c1sc(NC(=O)COc2ccc(C(C)C)c(C)c2)nc1C	-3	1	-10	-3	-17	2	-1	1	1.1
O=[N+]([O-])c1ccc(/C=N/N=C/c2ccc([N+](=O)[O-])o2)o1	nt	-8	-3	-1	nt	9	13	1	-0.1
CC1=C(C#N)CCC(=O)N1Cc1ccc(C)cc1	-3	-13	-11	-4	-9	-2	-1	1	0.4
O=C(NCC(Cl)c1ccc2ccccc2c1)c1c(F)cccc1F (stereo unspecified)	-15	-6	7	5	-9	6	3	10	20*
CC(C)N(Cc1nc(-c2ccc(Cl)cc2)no1)C(=O)CN(C)S(=O)(=O)c1ccc(Cl)cc1	-4	-9	-9	-5	-28	-4	9	0	0.2
Cc1nn(-c2ccccc2)c(C)c1NC(=O)COC(=O)Cc1cccc(C(F)(F)F)c1	0	5	7	-1	-7	2	1	15	8.3
CC(C#N)Sc1ncnc2sc(-c3ccccc3)cc12 (stereo unspecified)	-10	6	-19	-7	-29	8	-2	-1	-0.3
CC(C)N1CCC(N2CCN(Cc3cccnc3)CC2CCO)CC1 (stereo unspecified)	-1	-9	-4	-5	-7	-8	7	0	15
O=C(Cn1cccc1C(=O)c1ccccc1)NCc1cccs1	-1	6	-10	-4	-12	14	7	1	0.4
CCOc1ccc(CCNC(=O)c2ccc(C)c(N3CCCC3=O)c2)cc1OCC	-10	-4	-3	-6	-11	-5	-1	1	0.1
Cc1cc(C)n(-c2nc(Nc3ccccc3C(F)(F)F)nc(-n3nc(C)cc3C)n2)n1	-21	38	5	4	42*	15	-19	28	19*
CCOC(=O)c1ccccc1NC(=O)C1CCCO1 (stereo unspecified)	-9	-10	-13	-9	-12	4	7	-1	1.1
Cc1nc(-c2nnc(-c3ccccc3)o2)c(C(F)(F)F)o1	-9	4	-15	-2	-4	29*	-2	13	4.8
Cc1nc2ccccn2c1/C(O)=C1\C(=O)C(=O)N(CCN(C)C)C1c1cccnc1 (stereo unspecified)	-18	-13	14	-4	-11	2	8	0	-0.2
Cn1cc(S(=O)(=O)N2CCCC2)cc1C(=O)N1CCN(c2ccccc2)CC1	-4	2	7	-5	2	1	-3	1	-0.2
COc1ccc(N(CC(=O)N2CCc3ccccc3C2)S(=O)(=O)c2ccccc2)cc1	-14	-11	-3	-7	-8	-8	5	1	0.1
COC(=O)c1cccc(NS(=O)(=O)c2ccc(OC)cc2)c1C	-16	-7	-16	-1	-14	-4	6	5	3.9
CC(C)COC(=O)n1c(SCC(N)=O)nc2ccccc21	0	-6	-1	-4	-19	-11	3	2	2.3
CCOC(=O)N1CCN(C(=O)C(NC(=O)C2CCC(C)CC2)C(C)C)CC1 (stereo unspecified)	-2	-16	-2	-1	-26	2	14	1	0.1
Cc1noc(C)c1C(=O)OCC(=O)Nc1cccc(S(=O)(=O)N(C)C)c1	-3	-15	-14	-5	-6	1	16	1	0.5
CC(=O)c1ccc([C@H]2C[C@@]34CN(C(=O)OC(C)(C)C)S(=O)(=O)[C@H]3C[C@H]2O4)cc1	-1	15	6	4	-3	0	5	0	0.0
CCC1=NNC(=O)C(CC(=O)Nc2ccccc2)c2cc(OC)c(OC)cc21 (stereo unspecified)	-1	-9	3	-3	-9	-20	5	4	1.4
CN(C)S(=O)(=O)N1CCCC(C(=O)c2ccc(-c3ccccc3)c(F)c2)C1 (stereo unspecified)	-13	10	3	-3	5	-1	-2	7	6.2
CCCC(=O)NC(C)c1nc(-c2ccc(C)cc2)no1 (stereo unspecified)	-10	2	-16	-2	4	1	3	7	2.8
Cc1ccc(NC(=O)c2ccc(Cl)c(S(=O)(=O)N3CCc4ccccc43)c2)nc1	nt	-4	10	-2	nt	-7	5	4	-0.4
CNc1nnc(-c2ccncc2)s1	3	-10	-10	-4	2	-1	8	0	0.1
CC(C)(C)NS(=O)(=O)NC(=O)C1=C(N2CCCC2)COC1=O	0	6	-6	-5	10	15	-4	3	0.0
COc1ccccc1NC(=O)CN1C(=O)CC(C)S(=O)(=O)c2ccccc21 (stereo unspecified)	-1	-9	3	0	-4	9	3	0	0.9
Cc1ccc(C)c(NC(=O)c2c(Cl)nc3ccccn23)c1	-7	-8	8	-5	-31	4	0	1	0.8
O=C1C(NS(=O)(=O)c2cccs2)=C(N2CCOCC2)C(=O)c2ccccc21	0	-21	-14	-6	0	-6	5	2	1.4
CCOc1ccccc1-c1cc(-c2n[nH]c(=S)n2CC)c2ccccc2n1	4	11	8	0	-24	9	-3	3	-0.2
Cc1ccc2nc(SCC(=O)N3CCN(c4ccccc4)CC3)nc(=O)n2c1	-12	-4	5	-4	-8	7	4	1	0.4
CC(=O)c1ccc(NC(=S)NC(=O)/C=C/c2ccccc2)cc1	-6	-12	-3	-3	-9	-7	1	0	0.5
CC(C)(C)[C@H]1COC(=O)[C@@H](NC(=O)OCC2c3ccccc3-c3ccccc32)C/C=C\C[C@@H](CC(=O)N[C@@H](CO)Cc2ccccc2)C(=O)N1	4	-3	-10	-11	-26	-3	4	2	-0.1
O=C(CCNC(=O)c1ccc([N+](=O)[O-])cc1)Nc1cccc(S(=O)(=O)N2CCCCCC2)c1	-10	-9	-4	1	-9	7	11	3	3.1
O=C(Nc1cccc([N+](=O)[O-])c1)c1ccc(N2CCCC2=O)cc1	-5	-3	-4	-8	-7	9	3	1	-0.1
c1ccc(Nc2nc(N3CCCC3)nc(N3CCCC3)n2)cc1	-2	-4	-12	-6	-17	-1	1	-3	9.1
C[C@@H](CO)NC(=O)c1[nH]cnc1C(=O)Nc1ccc(CNC(=O)OC(C)(C)C)cc1	nt	-2	-7	-5	nt	-27	-9	16	3.2
S=C(NC1CCCC1)N1CCOCC1	-5	-2	11	1	0	-4	12	0	-0.5
Cc1ccc2c(c1)nnn2C1CCN(S(=O)(=O)c2ccc(C(=O)N(C)C3CCCCC3)cc2)CC1	-8	-12	-3	0	1	-2	6	1	-0.1
COC(=O)[C@@]1(C)[C@H]2C(=O)N(Cc3ccccc3)C(=O)[C@H]2[C@H]2CN=C(SCC3CC3)N21	nt	-19	-14	-5	-18	1	9	7	0.6
O=C(CSc1nnc(CNC(=O)c2ccccc2)o1)c1ccc(Cl)cc1	-15	-6	-3	1	-14	-14	3	13	12
Cc1cccc2nc3ccccc3nc12	-2	-3	-9	-2	-13	10	-6	1	1.9
COc1ccc(C(=O)N/C(=C\c2ccc(SC)cc2)C(=O)NCCCn2ccnc2)cc1OC	1	-6	-11	-6	-8	-5	5	0	0.3
O=C(NC(=S)Nc1ccc(S(=O)(=O)Nc2nccs2)cc1)c1ccc(F)c(F)c1	-6	1	6	-6	-3	0	3	4	2.2
COc1ccc(NC(=O)CN2C(=O)c3ccccc3S2(=O)=O)cc1OC	-14	-5	2	-1	4	2	4	3	1.0
CC(Sc1nnc(C2CC2)n1-c1ccccc1)C(=O)N1CCNC1=O (stereo unspecified)	nt	-13	-6	5	nt	-11	18	0	0.1
CCOC(=O)Cn1c(-c2cccnc2Cl)nc2ccccc21	-3	-14	-9	-4	7	3	10	-1	1.5
CCCC1CC(CCc2ccccc2)OS(=O)(=O)N1 (stereo unspecified)	-4	-19	-15	-7	-19	3	10	2	0.0
CCOC(=O)C(C)Oc1ccc(NC(=O)C(Cl)(Cl)Cl)cc1 (stereo unspecified)	-6	-10	-4	-2	2	-7	6	3	1.0
CC(C)c1ccc(N(CC(=O)NCCSCc2ccco2)S(C)(=O)=O)cc1	-1	-1	-1	-10	-19	-5	0	2	0.4
COc1cc(/C=N\NS(=O)(=O)c2ccccc2)cc(OC)c1OC	-11	-7	-1	-3	-11	10	0	0	0.8
COc1ccc(-c2c(C(=O)c3ccccc3)[nH]c(N)c2C(=O)c2ccccc2)cc1OC	nt	nt	-20	nt	nt	-15	nt	13	3.1
CN(C)c1ccc(NS(=O)(=O)c2cccc(Cl)c2)cc1	-8	-5	5	-7	-10	10	4	-1	0.0
CCOCCCN(C)C1CCN(C(=O)c2oc3ccccc3c2NC(=O)c2ccc(F)cc2)CC1	-6	15	8	2	-25	6	-4	1	0.2
COc1ccc2cc(-c3ccon3)ccc2c1	-3	1	1	-4	-7	1	0	0	0.1
COc1cc(NC(=S)NC(C)(C)C)c(OC)cc1Cl	-9	-1	-14	-4	11	-5	2	-1	1.1

New compounds follow.
SMILES	OXTR potentiate	CHRM1 antagonist	CHO-K1 Ca antag	CHRM1 agonist	CHO parental Ca	M4 antag	CHRM1 PAM	CHRM4 agonist	CHO-K1 Ca ag
O=S1(=O)CC(O)C(N(CCO)C(=S)Nc2ccccc2)C1 (stereo unspecified)	-9	-4	8	-2	-10	2	3	0	6.7
O=S(=O)(c1ccccc1)C1Cc2ccccc2C1Cl (stereo unspecified)	-4	-6	0	-5	13	5	3	0	0.8
COc1ccc(-c2cc(=O)oc3c(C)c(O)ccc23)cc1	-21	6	14	-2	8	12	-2	13	8.5
O=C1CCCC2(O)C1C(c1cccc(Br)c1)NC(=O)N2Cc1ccccc1 (stereo unspecified)	1	-7	-2	-5	-4	-4	12	1	0.4
CCC(C)(C)NC(=O)C(c1cccn1C)N(Cc1ccc(OC)cc1)C(=O)Cn1nnc2ccccc21 (stereo unspecified)	-13	4	6	-4	12	-3	-2	1	-0.4

High-throughput results deposited in PubChem BioAssay by The Scripps Research Institute Molecular Screening Center.
